Compound activity deposited in PubChem by several laboratories.
S1P4 antagonist: human S1P4 receptor antagonism; S1P4-expressing cells, antagonist mode, reporter read-out; O95977; inhibition, % at 4.98 µM; AID 1510; 220,000 tested, 0.26% active; in the data active = inhibition above about 29%;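 note: 0% = wells stimulated with agonist and 100% = vehicle wells without agonist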
Target sequence (O95977 whole entry, looked up): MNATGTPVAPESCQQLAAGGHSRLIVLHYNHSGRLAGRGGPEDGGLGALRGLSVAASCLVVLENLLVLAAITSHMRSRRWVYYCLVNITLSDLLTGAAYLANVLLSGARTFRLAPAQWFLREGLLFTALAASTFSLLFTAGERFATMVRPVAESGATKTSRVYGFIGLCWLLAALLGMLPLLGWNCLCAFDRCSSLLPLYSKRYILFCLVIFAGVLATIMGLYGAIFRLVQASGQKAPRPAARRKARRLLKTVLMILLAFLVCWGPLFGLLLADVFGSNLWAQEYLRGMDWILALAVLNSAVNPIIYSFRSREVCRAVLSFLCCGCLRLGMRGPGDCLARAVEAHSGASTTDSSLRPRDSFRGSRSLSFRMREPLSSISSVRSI
NPY2 pot ag: potentiators or agonists of human neuropeptide Y receptor Y2 | cells expressing NPY-Y2, potentiator/agonist read-out | P49146 | AID 1359 | activation, % at 3.6 µM | 220,000 tested, 0.45% active; in the data active = activation above about 27%;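 note: cells stimulated with NPY near EC25 plus isoproterenol at EC100; 0% = vehicle plus submaximal agonist and 100% = vehicle plus saturating agonist; some results beyond the cut were filed as inactive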
Target sequence (P49146 whole entry, looked up): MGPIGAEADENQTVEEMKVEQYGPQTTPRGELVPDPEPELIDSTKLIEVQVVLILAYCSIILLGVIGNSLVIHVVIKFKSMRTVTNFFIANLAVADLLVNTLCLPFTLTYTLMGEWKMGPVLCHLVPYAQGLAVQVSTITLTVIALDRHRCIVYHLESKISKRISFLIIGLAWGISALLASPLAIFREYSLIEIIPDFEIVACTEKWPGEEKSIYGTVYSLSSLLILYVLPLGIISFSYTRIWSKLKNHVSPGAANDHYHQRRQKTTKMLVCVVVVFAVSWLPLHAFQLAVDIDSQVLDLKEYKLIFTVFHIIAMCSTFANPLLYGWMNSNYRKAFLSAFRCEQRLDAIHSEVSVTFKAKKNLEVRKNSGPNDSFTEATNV
RBBP9 inh: human RBBP9 hydrolase inhibition. O75884. recombinant RBBP9, FP-Rh probe fluorescence polarization. inhibition, % at 7.94 µM. 220,000 tested, 0.2% active;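 active = inhibition above the campaign mean of all tested compounds plus 3 SD, cut at about 14% in these data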;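 note: plate controls were DMSO wells with RBBP9 for no effect and wells lacking RBBP9 protein for full effect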
Target sequence (O75884 whole entry, looked up): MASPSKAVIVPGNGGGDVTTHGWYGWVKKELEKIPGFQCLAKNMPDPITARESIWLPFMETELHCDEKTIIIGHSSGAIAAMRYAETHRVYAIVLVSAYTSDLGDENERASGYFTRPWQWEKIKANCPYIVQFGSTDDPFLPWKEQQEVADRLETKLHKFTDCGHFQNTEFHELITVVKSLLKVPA
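Measured by – fluorescence polarization · Test system – RBBP9 protein · Input – 2.5 µM RBBP9 dispensing solution, before mixing · Measure – percent inhibition from mP, scaled between DMSO and no-protein wells · Benchmarks – DMSO-treated enzyme wells and wells lacking RBBP9 · Times – preincubation 30 min plus labeling 45 min at 25 °C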
Runt-CBFb FRET: inhibitors of human RUNX1 Runt domain binding to CBFb | Cerulean-Runt/Venus-CBFb FRET ratio 530/480, 1 h | inhibition, % at 20 µM | 220,000 tested, 0.46% active;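 active = inhibition over about 50% at 20 µM in the single-dose screen, limit read from the data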;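 note: 0% = DMSO wells and 100% = excess unlabeled CBFb competitor control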
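Measured by: fluorescence energy transfer, 422 nm excitation, 530/480 nm emission; test system: Cerulean-tagged RUNX1 Runt domain (FRET donor) fusion protein; buffer or medium: Tris pH 7.5 buffer with BSA; compound: one dose, 20 µM compound, 1% DMSO; times: two 1 h room-temperature incubations shielded from light; benchmarks: unlabeled CBFb 5 µM, positive control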
S1P4 agonist: agonists of human S1P4 receptor | O95977 | S1P4-expressing cell line, agonist reporter assay | activation, % at 4.98 µM | 220,000 tested, 0.35% active; in the data active = activation above about 11%;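 note: 0% = DMSO vehicle and 100% = reference agonist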
BaF3 tox: counter-screen for JAK2V617F inhibitors: parental Ba/F3 viability inhibitors | 220,000 tested, 1.1% active | inhibition, % at 5.6 µM | CellTiter-Glo ATP luminescence;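 active = inhibition above a per-campaign cutoff, the mean inhibition of all tested compounds plus 3 SD, cut at about 27% in these data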;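 note: 0% = DMSO wells and 100% = JAK Inhibitor I control wells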
Ba/F3 V617F tox: lowers viability of Ba/F3 cells expressing EpoR and JAK2V617F. ATP luminescence. inhibition, % at 5.6 µM. 220,000 tested, 1.1% active;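 active = inhibition above the campaign mean plus 3 SD over all tested compounds, cut at about 24% in these data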;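 note: cytokine-independent growth of Ba/F3 cells driven by EpoR plus mutant JAK2; 0% = DMSO-treated cells and 100% = JAK inhibitor I control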
NPY-Y1 PAM-ag: potentiates or activates human NPY-Y1 receptor. NPY-Y1 expressing cells, potentiator/agonist activation. activation, % at 3.6 µM. 220,000 tested, 0.37% active. AID 1304; in the data active = activation above about 33%, passing the limit was not always enough;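 note: cells stimulated with NPY at EC10 then isoproterenol at EC100; 0% = low agonist plus stimulus and 100% = saturating agonist plus stimulus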
NPY Y1 blocker: blocks the human neuropeptide Y Y1 receptor | P25929 | HEK293-CNG Y1 cells, membrane potential fluorescence; NPY at EC95, then isoproterenol | inhibition, % at 3.6 µM | 200,000 tested, 1% active;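 active = inhibition above the campaign mean inhibition of all tested compounds plus 3 SD, cut at about 20% in these data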;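 note: 0% = DMSO wells given NPY plus isoproterenol and 100% = isoproterenol alone without NPY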
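Benchmarks – high control isoproterenol alone, low control NPY with isoproterenol · Material – HEK293 Y1/CNG channel cell line · Times – dye 3 h, compound 60 min room temperature, stimulation 45 min · Probe or stimulus – NPY (25 nM), isoproterenol (1 µM), Ro 20-1724 (25 µM) · Evaluation – % inhibition of NPY effect · Signal – fluorescence, membrane potential probe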
The depositor's hits bear a star; . = no result given.

SMILES	S1P4 antagonist	NPY2 pot ag	RBBP9 inh	Runt-CBFb FRET	S1P4 agonist	BaF3 tox	Ba/F3 V617F tox	NPY-Y1 PAM-ag	NPY Y1 blocker
O=C(CC1CCCCC1)NCc1ccc(F)cc1	-2	12	-5	0	-0.8	2	-2	22	0
Cc1ccccc1CNC(=O)c1ccccc1N	-5	1	-4	0	0.9	3	-1	2	-1
COc1cc(C(=O)OCCCN(C)C)cc(OC)c1OC	5	-17	1	-2	0.9	-12	-2	20	.
COc1ccc(NC(=O)CSc2nnc(-c3ccccc3C)n2C)cc1	-7	-6	-3	2	-0.3	7	4	-1	-2
Cc1ccc(NC(=O)c2cnccn2)cc1	-3	3	0	1	0.1	9	2	7	-3
NS(=O)(=O)c1ccc(CNC(=O)/C=C/c2c(Cl)cccc2Cl)cc1	-22	2	-8	-1	-2.6	2	2	-4	-2
Cc1ccc(C(=O)N/C(=C/c2cccs2)C(=O)NCCCn2ccnc2)cc1	3	3	-5	2	0.6	10	6	-6	2
Cc1ccccc1NC(=O)c1ccc(F)c(S(=O)(=O)N2CCN(c3ccccn3)CC2)c1	-10	-4	-7	-2	1.5	7	2	4	-1
O=C(NC(=S)NCC1CCCO1)c1ccccc1F (configuration not stated)	11	-10	-5	1	-1.8	8	4	-19	-2
Cc1ccc(C(=O)NCCCNCCCNC(=O)c2ccc(C)nc2)cn1	-6	6	-12	0	-1.8	1	0	6	0
Cc1ccccc1CSc1nnc(C)c(=O)n1N	4	6	8	6	0.0	0	-3	3	2
Nc1nc(CCl)nc(Nc2ccccc2)n1	-7	-8	-3	0	0.3	5	4	12	-3
CCC(C)C(N)C(=O)NC(CCC(=O)OCc1ccccc1)C(N)=O (configuration not stated)	-10	2	-4	-2	-0.3	0	-1	-10	-1
CC(=O)C(C)Oc1ccc2c3c(c(=O)oc2c1)CCCCC3 (configuration not stated)	0	5	4	0	-3.4	2	-3	17	-1
CC(=O)Nc1ccc(NC(C)=O)s1	-3	1	-3	5	1.2	13	3	-16	4
CC(C)c1nc2oc3c(NCCO)ncnc3c2c2c1COC(C)(C)C2	0	1	-1	-1	0.6	-3	0	5	.
COc1ccc(/C=C/C2=NN(C)C(=O)CC2)cc1	-7	4	-4	3	0.9	6	0	6	7
CCCCn1c(N)c(N(Cc2ccccc2OC)C(=O)COc2ccccc2C#N)c(=O)[nH]c1=O	-3	-19	4	-1	-1.7	1	-3	6	.
CCN(CC)S(=O)(=O)c1ccc(N2CCOCC2)c(NCC(=O)Nc2ccc(F)cc2)c1	12	-1	-11	-1	1.9	3	-1	12	-3
O=c1oc(-c2ccccc2F)nc2scc(-c3ccccc3)c12	-2	13	-4	0	-0.2	0	-3	12	.
CCS(=O)(=O)c1ccc(C(=O)Nc2ccccc2)c(Cl)c1Cl	-33	-9	-9	-2	-1.5	3	7	2	0
O=C(c1cc(-c2ccccc2)on1)N1CCCc2ccccc21	0	-4	-8	1	-0.9	1	-1	-5	12
CC(C)CSc1nc2ccccc2c(=O)[nH]1	1	2	3	1	1.7	2	-4	1	-1
CC1CCCN(CCCOc2ccc(Br)cc2Cl)C1 (configuration not stated)	-3	-31	4	0	0.4	4	1	-7	21*
Cc1ccc(S(=O)(=O)Oc2ccccc2/C=N/NC(N)=S)cc1	8	-4	-9	2	-1.8	71*	82*	-7	7
COc1ccc(CCN(Cc2ccccn2)C(=S)Nc2ccccc2C)cc1OC	-3	0	-3	2	0.3	3	-2	5	9
Cc1cc(C)c2c(CC(=O)NCCc3ccccc3)coc2c1	-1	-18	1	-2	-0.1	1	1	-7	5
CCCC(C(=O)NC1CCCC1)N(Cc1cccs1)C(=O)c1snc(C(N)=O)c1N (configuration not stated)	-6	-11	-5	-1	-0.7	2	-4	22	6
O=c1c2[nH]c3ccccc3c2ncn1CCN1CCCCC1	5	-4	-12	0	0.8	7	5	1	7
C/C(=N/NC(=O)CN1CCN(S(=O)(=O)c2ccc(C)cc2)CC1)c1ccco1	-3	1	-5	-2	0.0	-3	-1	5	.
O=C(O)COc1ccccc1/C=N/Nc1ccc(S(=O)(=O)Nc2ccc(Cl)cc2)cc1[N+](=O)[O-]	-29	7	2	-11	0.9	6	-2	23	-3
CSc1nsc(N/N=C/c2ccccc2)c1C#N	-4	16	4	16	3.1	5	0	29	-6
Cc1ccccc1-n1c(C)nnc1SCc1cc(=O)oc2ccc3ccccc3c12	-4	-12	-7	-2	-0.8	7	3	-41	18
Cc1cc(C)c2nc(C)cc(Nc3ccc(C(=O)N(C)C)cc3)c2c1	6	9	-4	0	0.0	-2	-1	12	.
O=c1c2ccccc2nc(-c2ccc(F)cc2)n1NCc1ccccc1O	-11	9	-8	1	0.1	3	-3	17	2
CC(=O)c1cccc(N(CC(=O)O)S(C)(=O)=O)c1	-1	-7	-4	-1	1.6	0	-2	-20	-1
CCOC(=O)c1cc(-c2ccccc2)nn1-c1ccccn1	0	13	-11	1	1.8	1	-3	-1	0
CC(c1ccccc1)N1C(=O)NC(NC(=O)c2cccnc2)(C(F)(F)F)C1=O (configuration not stated)	-9	5	1	-6	-0.2	2	0	-1	1
CCN(CC)C(=O)CN1C(=O)COCC1=O	-10	-7	-1	-1	1.4	2	-1	9	4
N=C(N)SCc1ncccc1O	-1	3	-7	1	-0.9	2	-5	15	.
O=C1c2ccccc2C2=Nc3ccccc3SC(c3ccccc3F)C12 (configuration not stated)	-25	15	-3	-1	-4.3	9	5	34	-1
Cc1c(Cl)ccc2c(C(=O)NCCN3CCCCC3)cc(-c3ccccn3)nc12	4	-63	-9	1	0.8	10	9	-102	25*
Cc1csc2ncc(C(=O)NC(C)c3ccccc3)c(=O)n12 (configuration not stated)	5	-26	-6	0	-0.3	4	4	-27	8
CCCC(=O)Nc1ccc2c(c1)nc(CN1CCCC1)n2C	-10	0	-8	1	4.3	0	-4	2	2
Cc1occc1C(=O)N/N=C/C(Br)=C/c1ccccc1	23	-8	-4	-1	0.6	9	0	1	1
O=C(CCCc1nc2ccccc2s1)N1CCN(c2ccccc2F)CC1	3	-10	-12	0	1.6	4	-2	-20	9
CCOC(=O)C1=C(Nc2ccc(Cl)cc2)OCC1=O	-8	11	1	2	-0.5	5	-3	1	.
Cc1cnc(NC(=O)C(C)N2C(=O)C3CC=CCC3C2=O)s1 (configuration not stated)	-16	7	-6	0	-2.2	-1	-3	-8	1
C=CCn1c(N)c(C(=O)Nc2cccc(C)c2)c2nc3ccccc3nc21	3	23	2	6	2.9	0	-2	24	-7
CC1CN(C)C(C)C/C1=N/Oc1ccccc1[N+](=O)[O-] (configuration not stated)	-7	6	-8	16	1.1	3	-3	7	4

Additional structures follow:
SMILES	S1P4 antagonist	NPY2 pot ag	RBBP9 inh	Runt-CBFb FRET	S1P4 agonist	BaF3 tox	Ba/F3 V617F tox	NPY-Y1 PAM-ag	NPY Y1 blocker
Cc1cccc(/C(N)=N/OC(=O)c2ccc(Cl)cc2Cl)c1	-5	5	-12	-2	-2.6	2	0	3	0
Cc1c(C2Nc3ccccc3C(=O)N2O)cnn1C (configuration not stated)	-2	-3	3	1	-1.7	3	-4	1	0
CCOCCCNS(=O)(=O)c1ccc(Br)cc1	1	2	5	0	0.8	5	-5	2	-1
Cc1ccc(NC(=S)Nc2ncccc2C)c(C)c1	-3	-21	-11	10	1.7	-1	-1	-2	7
CCn1nnc(NC(=O)c2ccc(-c3ccccc3[N+](=O)[O-])o2)n1	-16	-2	-9	2	3.6	12	-3	1	5
CCOC(=O)C1=C(c2ccccc2)Nc2c(c(=O)n(C)c(=O)n2C)C1c1ccc(O)c(OC)c1 (configuration not stated)	-8	7	4	0	0.6	5	0	10	-3
O=C(/C=C/c1cccc([N+](=O)[O-])c1)NCc1ccc2c(c1)OCO2	-3	-12	-6	0	0.2	6	2	-35	8
CN1C(=O)c2cccc(NCCCCCCN3C(=O)c4ccccc4C3=O)c2C1=O	-9	3	0	-52	0.3	8	2	-15	4
Cc1ccc(S(=O)(=O)c2nc(NCCCn3ccnc3)sc2Cl)cc1	9	8	3	1	-0.9	2	-3	1	-6
Cc1nnc(-c2ccccc2)[nH]c1=O	-1	-1	-13	2	2.0	3	2	-14	-2
COC(=O)C(CC(C)C)NC(=O)c1ccc(F)cc1 (configuration not stated)	-3	9	-6	-1	0.8	5	0	-3	8
O=C1Nc2ccc([N+](=O)[O-])cc2C1(O)N1CCCCC1 (configuration not stated)	11	-8	-8	0	0.0	-1	0	1	3
CC(C)CCSc1nc(N)c(C#N)cc1C#N	-26	0	-13	10	1.6	3	1	-37	1
CCCc1cc(=O)[nH]c(SCC(=O)Nc2nc(-c3ccccc3)cs2)n1	-12	6	-5	-5	-0.5	0	-2	-6	-3
O=C1N/C(=C/c2cccs2)C(=O)N1Cc1ccccc1F	11	-3	-3	1	0.9	10	-2	4	-6
CC(=O)c1c(N2CCN(Cc3ccccc3)CC2)nc(=S)n(Cc2ccccc2)c1C	-1	0	6	75*	-1.4	10	-1	-7	5
COc1ccc(-n2ncc3c(N4CCN(c5cc(C)ccc5C)CC4)ncnc32)cc1	-27	14	-6	0	0.7	4	-3	8	-1
CC(C)N(C(=O)CN(C#N)c1nc(N(C)C)nc(N(C)C)n1)c1ccccc1	-2	6	3	-4	-0.4	-2	-1	19	-1
Cc1ccccc1NC(=O)c1snc2c(=O)[nH]cnc12	10	9	-1	2	2.1	4	1	-3	2
Cn1cnnc1Sc1cc(N2CCN(S(=O)(=O)c3ccc4ccccc4c3)CC2)ccc1[N+](=O)[O-]	4	-5	-7	0	-2.8	4	-2	5	-7

Part of the list above in a different format:
SMILES,S1P4 antagonist,NPY2 pot ag,RBBP9 inh,Runt-CBFb FRET,S1P4 agonist,BaF3 tox,Ba/F3 V617F tox,NPY-Y1 PAM-ag,NPY Y1 blocker
O=C1Nc2ccc([N+](=O)[O-])cc2C1(O)N1CCCCC1 (configuration not stated),11,-8,-8,0,0.0,-1,0,1,3
COC(=O)C(CC(C)C)NC(=O)c1ccc(F)cc1 (configuration not stated),-3,9,-6,-1,0.8,5,0,-3,8
O=C1N/C(=C/c2cccs2)C(=O)N1Cc1ccccc1F,11,-3,-3,1,0.9,10,-2,4,-6

(cont.)
SMILES	S1P4 antagonist	NPY2 pot ag	RBBP9 inh	Runt-CBFb FRET	S1P4 agonist	BaF3 tox	Ba/F3 V617F tox	NPY-Y1 PAM-ag	NPY Y1 blocker
CCOC(=O)c1cccc(NC(=O)c2ccc(N(C)C)cc2)c1	-4	3	0	-1	-0.1	6	1	-10	2
CN(C)CCCNc1cn[nH]c(=O)c1Cl	-8	6	-1	3	2.2	4	-1	12	-1
CCOC(=O)CSc1nc2sc3c(c2c(=O)[nH]1)CCCC3	-3	3	-1	-3	0.3	-1	0	-13	0
COc1ccccc1NC(=O)CSC1CC(=O)N(c2ccc3c(c2)OCO3)C1=O (configuration not stated)	-11	-28	-4	6	-2.3	6	2	-1	0
NNC(=O)Cn1nc2n(c1=O)-c1ccccc1SC2	3	-11	-5	1	-1.8	-4	3	6	.
O=C(Cn1nnc2c(cnn2-c2ccccc2)c1=O)NCc1cccs1	-6	-7	-2	-2	4.4	4	0	2	3
